# ROMK primary – ROMK potassium channel modulators, primary screen, cell-based, thallium flux, MLSMR library; ATP-sensitive inward rectifier potassium channel 1 (Homo sapiens), P48048; Tet-inducible ROMK, thallium flux fluorescence; actives lie on both sides; B-score at 10 µM; 130,000 compounds, 2% hits; AID 1918, 2009;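 active = signal ratio slope over the read window, or its plate-corrected B-score, at least 3 SD from the plate mean, either direction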;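 also: B-score of the F/F0 ratio slope over 7 to 12 s after thallium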
# Target sequence (P48048 whole entry, looked up): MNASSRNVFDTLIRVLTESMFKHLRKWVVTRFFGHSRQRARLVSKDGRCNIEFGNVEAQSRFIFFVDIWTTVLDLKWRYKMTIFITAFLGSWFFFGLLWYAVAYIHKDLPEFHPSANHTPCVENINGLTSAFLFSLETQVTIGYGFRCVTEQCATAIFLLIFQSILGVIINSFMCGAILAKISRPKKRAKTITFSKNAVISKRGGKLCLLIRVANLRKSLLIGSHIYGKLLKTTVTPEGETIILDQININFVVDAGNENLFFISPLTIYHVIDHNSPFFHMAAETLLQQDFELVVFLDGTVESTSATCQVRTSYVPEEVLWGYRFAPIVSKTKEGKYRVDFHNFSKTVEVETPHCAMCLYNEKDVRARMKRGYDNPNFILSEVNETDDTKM
# STAT3 activator – IL-6 driven STAT3 reporter potentiators, primary screen, U3A cells, luciferase, luminescence, MLSCN library. IL-6 STAT3-luciferase reporter; 100% = signal with IL-6 EC80 alone. activation (% of control), % at 5.6 µM. 190,000 compounds, 0.91% hits;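 active = activation above the screen-wide mean of compound activation plus 3 SD, cut at about 130% in these data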;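 also: 0% = background luminescence of wells with medium and substrate only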
#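 Material: STAT1-lacking human U3A cells, STAT3 luciferase reporter | Benchmarks: IL-6-only wells as 100% reference | Probe or stimulus: IL-6 (33 ng/mL) | Timing: Compound 1 h, then IL-6 6 h at 37 °C | Detection: Luminescence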
# STAT1 blocker – STAT1 signaling inhibitors, primary screen, cell-based, HTS, luciferase reporter; NIH 3T3 STAT1-luciferase reporter, IFN-gamma, luminescence; inhibition, % at 5.5 µM; 200,000 compounds, 0.35% hits; AID 920, 2007;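 active = inhibition above a set limit, the mean inhibition across all tested compounds plus 3 SD, cut at about 34% in these data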;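 also: 0% = IFN-gamma with DMSO and 100% = IFN-gamma with 300 µM nifuroxazide; values of inactives mirror those of a sister screen read the other way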
# PPARg SRC1 recr – PPARgamma agonists recruiting SRC-1 coactivator, primary screen, biochemical | Peroxisome proliferator-activated receptor gamma (Homo sapiens), P37231 | PPARgamma-SRC-1 coactivator recruitment biochemical assay | activation, % at 8 µM | 200,000 compounds, 0.41% hits; in the data active = activation above about 19%;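 also: 0% = DMSO and 100% = reference agonist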
# Target sequence (P37231 whole entry, looked up): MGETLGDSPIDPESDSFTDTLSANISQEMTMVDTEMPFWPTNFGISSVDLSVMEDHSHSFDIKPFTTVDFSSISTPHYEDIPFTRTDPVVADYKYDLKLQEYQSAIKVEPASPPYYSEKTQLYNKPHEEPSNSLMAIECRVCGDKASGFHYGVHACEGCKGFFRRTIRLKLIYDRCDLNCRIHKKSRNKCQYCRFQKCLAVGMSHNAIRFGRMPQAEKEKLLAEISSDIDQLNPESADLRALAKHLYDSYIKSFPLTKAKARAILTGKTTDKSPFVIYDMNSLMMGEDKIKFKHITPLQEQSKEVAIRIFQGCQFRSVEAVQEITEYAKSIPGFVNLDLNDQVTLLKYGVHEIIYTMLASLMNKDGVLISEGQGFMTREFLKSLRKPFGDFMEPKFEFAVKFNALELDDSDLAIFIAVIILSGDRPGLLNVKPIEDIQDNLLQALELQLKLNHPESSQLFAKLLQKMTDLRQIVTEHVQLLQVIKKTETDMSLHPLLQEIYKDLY
# TNAP act hi DEA – TNAP activators at high phosphate acceptor level, primary screen, biochemical, luminescence, uHTS. 200,000 tested, under 10 active. activation factor at 20 µM. Alkaline phosphatase, tissue-nonspecific isozyme (Homo sapiens), P05186. purified TNAP, CDP-star luminescence, 1 M DEA, 30 min; stronger effect = higher value; 0 = EDTA background, 1 = DMSO-only activity;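 active = activation factor at least 2 at 20 µM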
#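 Dosing: 20 µM single point. System: human TNAP. Amount: TNAP 1/800 final. Incubation: 30 min, room temperature. Read-out: TNAP activation factor scaled between EDTA and DMSO control wells. Signal: luminescence from CDP-star hydrolysis. Medium: 1 M DEA, pH 9.8, Mg2+, Zn2+. Control set: EDTA negative control, DMSO positive control.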
# TR-FRET SRC-2 ct – TR-FRET signal artefacts, primary screen, artefact control for PPARgamma SRC-2 agonist project, biochemical | TR-FRET artefact counter-screen; stronger effect = higher value | TR-FRET ratio at 8 µM | 200,000 compounds, 0.4% hits; in the data active = TR-FRET ratio above about 2000; also: inactives centre near 1500
# bIAP activator – bovine intestinal alkaline phosphatase activators, primary screen, biochemical, bovine IAP, CDP-star luminescence | alkaline phosphatase, intestinal [Bos taurus] | purified bovine IAP, 30 min; stronger effect = higher value; fold of DMSO-control signal, blank-subtracted | activation factor at 20 µM | 200,000 compounds, 0.17% hits;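 active = activation factor of 2 or more at 20 µM, a signal rise over negative controls twice the positive control's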
# PPARg SRC3 recr – PPARgamma agonists recruiting SRC-3 coactivator, primary screen, biochemical | Peroxisome proliferator-activated receptor gamma (Homo sapiens), P37231 | biochemical PPARgamma/SRC-3 coactivator recruitment assay | activation, % at 8 µM | 200,000 compounds, 0.26% hits; in the data active = activation above about 23%;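 also: 0% = DMSO and 100% = reference agonist; some compounds past the cut are filed as inactive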
# bIAP inh – bovine intestinal alkaline phosphatase inhibitors, primary screen, selectivity assay for TNAP inhibitor project, biochemical, bovine IAP, CDP-star luminescence | alkaline phosphatase, intestinal [Bos taurus] | purified bovine IAP, 30 min | 190,000 tested, under 10 active | inhibition, % at 20 µM | AID 1019, 2008;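 active = over 50% inhibition of intestinal alkaline phosphatase at 20 µM in the single-dose screen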
#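 System: purified bovine intestinal alkaline phosphatase (IAP) enzyme; Input: IAP diluted 1/65,000,000 in the well; Measured by: CDP-star luminescence signal; Compound dosing: 20 µM single dose; Incubation: 30 min reaction at room temperature.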
# STAT3 blocker – IL-6 driven STAT3 reporter inhibitors, primary screen, U3A cells, luciferase, luminescence, MLSCN library. IL-6 STAT3-luciferase reporter; host cell line lacks STAT1. inhibition, % at 5.5 µM. 190,000 compounds, 0.89% hits. AID 862, 2007;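 active = inhibition above the mean inhibition across all screened compounds plus 3 SD, cut at about 44% in these data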;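 also: 0% = DMSO only wells and 100% = 100 µM nifuroxazide control wells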
# PPARg SRC-2 ag – agonists of PPARg-SRC-2 recruitment, primary screen, biochemical, HTS; AID 1032, 2008; activation, % at 8 µM; 200,000 compounds, 0.34% hits; PPARgamma LBD-SRC-2 recruitment; Peroxisome proliferator-activated receptor gamma (Homo sapiens), P37231; in the data active = activation above about 22%;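 also: 0% = vehicle and 100% = reference agonist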
# * hit, by the source's call; x = not tested or not shown.
nr	canonical_smiles	ROMK primary	STAT3 activator	STAT1 blocker	PPARg SRC1 recr	TNAP act hi DEA	TR-FRET SRC-2 ct	bIAP activator	PPARg SRC3 recr	bIAP inh	STAT3 blocker	PPARg SRC-2 ag
1	COc1ccc(CC(=O)NNC(=O)COc2ccc(Br)cc2C)cc1OC	0.31	99	-5	-4	1	1384	1	0	0	6	-7
2	Cc1ccc(S(=O)(=O)N2CCCC(C(=O)NCc3ccco3)C2)cc1Cl (stereo unspecified)	x	103	-1	-5	1	1518	1	-1	-3	0	-3
3	COc1ccc(Cl)cc1NC(=O)c1nc2nc(C)cc(C(F)F)n2n1	x	102	-1	-2	1.1	1714	0.9	2	9	6	4
4	CC(CCc1ccccc1)NC(=O)c1ccco1 (stereo unspecified)	0.13	98	-2	9	1	1641	1.1	-5	-6	3	4
5	CN1C(=O)c2ccccc2C(C(=O)O)C1c1cccc([N+](=O)[O-])c1 (stereo unspecified)	-0.21	99	-3	9	1.1	1464	1	-7	1	12	-1
6	O=C(N/N=C/C=C/c1ccc([N+](=O)[O-])cc1)C1COc2ccccc2O1 (stereo unspecified)	-1	100	10	6	1	1557	0.9	1	5	2	7
7	CCOC(=O)c1nn(-c2ccccc2)c(C)c1C(C)=O	0.74	105	-3	4	1.1	1520	1.1	-2	-6	-7	3
8	COc1cccc(/C=N/NC(=O)CCCC(=O)NC2CCCCC2)c1	-0.003	92	7	0	1	1502	0.9	2	8	7	7
9	O=C(O)/C=C/C(=O)NCCc1ccccc1	x	91	1	8	1	1541	1	-1	4	12	16
10	N#CC1=C(N)C(C#N)(C#N)C(c2cccnc2)C2CCCC=C12 (stereo unspecified)	x	106	26	4	1	1441	1	7	0	-3	-3
11	c1ccc(OCc2nn3c(C4CCCCC4)nnc3s2)cc1	-1.5	104	3	9	1	1644	0.9	9	9	-2	1
12	O=C(CCNS(=O)(=O)c1cccs1)N1CCc2ccccc2C1	x	97	-20	-6	1	1359	1	-5	0	8	1
13	O=C(NC(Cc1ccccc1)C(=O)O)/C(=C/c1ccco1)NC(=O)c1cccc(Br)c1 (stereo unspecified)	1.3	92	-2	5	1	1560	0.5	2	45	7	-4
14	N#C/C(C(=O)NCCc1ccccc1)=C1/N=C(NC(=O)c2cccs2)c2ccccc21	x	71	7	3	0.9	1620	0.9	6	6	33	0
15	O=C(Nc1ccc(S(=O)(=O)Nc2ncccn2)cc1)c1cccnc1	0.21	101	-39	1	1	1720	1	4	3	-4	-1
16	COc1cc(-c2cc(C(=O)O)c3c(OC)c(OC)c(OC)cc3n2)ccc1O	x	102	6	3	1	1567	0.9	16	9	2	9
17	Cc1ccc(-c2nc3ccccn3c2NCc2ccc3c(c2)OCO3)cc1	x	105	-25	1	0.9	1461	0.9	-1	7	-2	3
18	Cn1cnnc1SCCn1c(N2CCCCC2)nc2c1c(=O)[nH]c(=O)n2C	0.51	99	1	-4	1	1440	1.1	-5	-6	4	3
19	Cc1ccc(C(=O)O)cc1NC(=S)NC(=O)C(c1ccccc1)c1ccccc1	2.1	95	-3	0	1	1572	0.9	9	6	14	5
20	CCOC(=O)N1CCN(C(=O)c2ccc(-n3c(=S)[nH]c4ccccc4c3=O)cc2)CC1	-0.16	86	60*	-2	1	1445	0.9	5	6	20	4
21	Cc1nn(Cc2ccccc2)c2c1C(c1ccccc1)C(C#N)=C(N)O2 (stereo unspecified)	x	109	6	-3	0.9	1363	1	0	4	-10	-7
22	O=[N+]([O-])c1nn(-c2ccc(Cl)cc2)n(O)c1=NCc1ccccc1Cl	-0.36	88	-25	0	1	1586	0.9	-2	7	15	-1
23	Cc1cccc(OCC(=O)Nc2ccc3c(c2)nc(CCN2CCN(C)CC2)n3C)c1	-0.39	103	2	-1	1	1587	1.1	10	-9	1	3
24	Cc1c(NC(=O)c2cc3ccccc3o2)c(=O)n(-c2ccccc2)n1C	x	105	11	-1	1	1403	0.9	-8	9	-3	-1
25	O=C(CC1C(=O)NCCN1Cc1ccc(-c2ccccc2)cc1)NCC1CCOCC1 (stereo unspecified)	x	102	-4	-2	1	1516	1.2	3	-19	1	-3
26	Nn1c(COc2cccc(Br)c2)nnc1SCC(=O)N1CCc2ccccc2C1	x	102	-5	5	1.1	1738	1	-8	2	0	-1
27	CCN(CC(O)Cn1c2ccccc2c2ccccc21)S(=O)(=O)c1ccc(F)cc1 (stereo unspecified)	-0.011	105	-3	-8	1	1366	1	3	5	0	2
28	CCn1c(SCc2ccc(Cl)cc2Cl)nc2nc3c(cc2c1=O)CCCC3	-0.61	105	-5	-10	1	1438	0.9	-6	10	-2	-7
29	O=C(O)C1=C[C@H](c2ccc(Br)cc2)C[C@H](OCCCCO)O1	x	x	2	-5	1	1379	1.1	-2	-6	x	-4
30	COC(=O)CN(c1ccc(C)cc1)S(=O)(=O)c1ccc(F)cc1	-0.033	106	-6	8	1.1	1528	1.1	2	-10	-5	8

# 2 entries from above, in transposed form.
(1) COc1ccc(CC(=O)NNC(=O)COc2ccc(Br)cc2C)cc1OC
(17) Cc1ccc(-c2nc3ccccn3c2NCc2ccc3c(c2)OCO3)cc1

assay / compound | 1 | 17
ROMK primary | 0.31 | x
STAT3 activator | 99 | 105
STAT1 blocker | -5 | -25
PPARg SRC1 recr | -4 | 1
TNAP act hi DEA | 1 | 0.9
TR-FRET SRC-2 ct | 1384 | 1461
bIAP activator | 1 | 0.9
PPARg SRC3 recr | 0 | -1
bIAP inh | 0 | 7
STAT3 blocker | 6 | -2
PPARg SRC-2 ag | -7 | 3

# (cont.)
nr	canonical_smiles	ROMK primary	STAT3 activator	STAT1 blocker	PPARg SRC1 recr	TNAP act hi DEA	TR-FRET SRC-2 ct	bIAP activator	PPARg SRC3 recr	bIAP inh	STAT3 blocker	PPARg SRC-2 ag
31	CSCC[C@H](NC(=O)OC(C)(C)C)c1nnc(SCC(=O)N(C)C)o1	x	100	-1	-2	1.1	1344	1	-3	2	0	-6
32	CCCCN1CC(C(=O)NCc2ccc(C)cc2)CC1=O (stereo unspecified)	0.17	96	17	4	1	1628	1	5	4	10	2
33	CC(=O)c1cccc(NC(=O)NC2CCCCC2)c1	-0.13	101	-6	1	1.1	1543	1	11	3	2	-6
34	COCCNc1nc(N)c([N+](=O)[O-])c(NCC2CCCO2)n1 (stereo unspecified)	0.18	101	1	-5	1	1439	0.9	4	5	-4	-11
35	CCCCN(CC)C(=O)Cc1ccc(Br)cc1	x	101	-9	6	1.1	1533	1.3	5	-31	1	-2
36	Cc1nn(-c2nnc(C)c(=O)[nH]2)c(C)c1SCC(=O)Nc1ccc(F)cc1	x	100	4	4	1.1	1587	1	13	1	4	-2
37	CCCCC1(C)OC(=O)C(=Cc2ccc(N(CC)CC)cc2)C(=O)O1 (stereo unspecified)	x	107	10	7	1	1580	0.5	11	x	-2	0
38	Cc1ccc(-n2c(SCc3ccc(C#N)cc3)nnc2-c2ccccn2)cc1	0.27	110	9	4	1.1	1406	1	3	-3	-8	-1
39	Cc1nc2ncnn2c(C)c1Cc1ccccc1Cl	x	99	10	0	1	1596	1	3	-2	10	0
40	COc1ccc(NC(=O)N2CCCC(CCC(=O)N(C)CCc3ccccn3)C2)cc1 (stereo unspecified)	-0.59	104	-3	-6	1.1	1412	1.2	1	-19	-3	-9
41	CCc1nnc(NS(=O)(=O)c2ccc(NC(=S)NC(=O)c3ccc(OC)c(OC)c3)cc2)s1	0.41	95	3	3	0.9	1608	0.9	-3	14	9	2
42	COc1ccc(S(=O)(=O)NC(C)C(=O)Nc2ccccc2C(F)(F)F)cc1 (stereo unspecified)	0.24	96	3	2	1	1423	0.9	-1	15	2	9
43	Cn1c(=O)n(C)c2cc(NS(=O)(=O)c3ccc(Br)s3)ccc21	0.83	79	19	6	1.1	1731	1.1	4	-6	29	4
44	COCC(=O)N(CCc1ccc(OC)cc1)Cc1nc2ccccc2c(=O)[nH]1	x	106	6	2	1	1620	1	4	-2	-1	8
45	C/C(=N\N=C(N)N)c1cccc(Cl)c1	1.6	98	5	0	1	1507	1.1	4	-6	9	2
46	CCN(Cc1ccccc1)C(=O)C1CCN(Cc2sccc2C)CC1	-1.1	103	-2	5	1	1396	1.1	-1	-10	2	1
47	CCOC(=O)c1csc(NC(=O)c2ccc(N3C(=O)CCC3=O)cc2)n1	0.4	96	-8	-2	1	1587	1.1	1	-8	8	5
48	O=C(Nn1cnnc1)c1cc2c(s1)CCCC2	x	106	1	7	1	1602	1	9	1	-5	11
49	CC(C)Cn1cc(C(=O)N2CCC(C)CC2)c2c3ccccc3n(C)c2c1=O	0.24	101	6	-6	1	1570	1.1	0	-11	10	1
50	COc1ccc(CC(NC(C)=O)C(=O)NC2CCN(c3nnnn3-c3ccccc3)CC2)cc1 (stereo unspecified)	-0.99	99	-3	2	1.1	1530	1.1	-4	-8	8	-1
51	O=C(O)c1cccc(Nc2nc(Nc3ccccc3)nc(N3CCCC3)n2)c1	x	114	27	9	1	1765	1.2	4	-18	-13	13

# As entered above:
# TNAP act hi DEA, COc1cc(-c2cc(C(=O)O)c3c(OC)c(OC)c(OC)cc3n2)ccc1O = 1
# TNAP act hi DEA, CC(=O)c1cccc(NC(=O)NC2CCCCC2)c1 = 1.1
# TR-FRET SRC-2 ct, Cc1c(NC(=O)c2cc3ccccc3o2)c(=O)n(-c2ccccc2)n1C = 1403

# Results in TR-FRET SRC-2 ct, for 7 of the compounds above:
no.	SMILES	TR-FRET SRC-2 ct
13	O=C(NC(Cc1ccccc1)C(=O)O)/C(=C/c1ccco1)NC(=O)c1cccc(Br)c1 (stereo unspecified)	1560
14	N#C/C(C(=O)NCCc1ccccc1)=C1/N=C(NC(=O)c2cccs2)c2ccccc21	1620
15	O=C(Nc1ccc(S(=O)(=O)Nc2ncccn2)cc1)c1cccnc1	1720
16	COc1cc(-c2cc(C(=O)O)c3c(OC)c(OC)c(OC)cc3n2)ccc1O	1567
17	Cc1ccc(-c2nc3ccccn3c2NCc2ccc3c(c2)OCO3)cc1	1461
18	Cn1cnnc1SCCn1c(N2CCCCC2)nc2c1c(=O)[nH]c(=O)n2C	1440
19	Cc1ccc(C(=O)O)cc1NC(=S)NC(=O)C(c1ccccc1)c1ccccc1	1572

# Screening data (PubChem)
